Screening results deposited in PubChem BioAssay by several laboratories.
HSP90 refold inh: inhibitors of HSP90 luciferase refolding in rabbit reticulocyte lysate; luciferase refolding luminescence, 3 h; inhibition, % at 5.6 µM; 290,000 compounds, 0.91% hits;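 active = inhibition above the screen-wide mean plus 3 SD, computed separately per campaign, cut at about 16% in these data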;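 also: 0% = DMSO wells and 100% = 60 µM geldanamycin wells; inhibitors lower the luminescence because luciferase stays unfolded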
HSF-1 act: increases HSF-1 driven luciferase reporter signal; activation, % at 9 µM; NIH3T3-HGL HSF-1 luciferase reporter, MG132, 8 h; 100% = twice DMSO control signal; 300,000 compounds, 1.7% hits;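 active = mean replicate activation of at least 50% with a set share of replicates each reaching 50%; inconclusive = only one of those two conditions met; inactive = mean below 50% and too few replicates reaching it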;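 also: 0% = median of the neutral control wells and 100% = twice that signal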
KLF5 inh: inhibitors of KLF5 expression; DLD-1 KLF5 promoter-luciferase reporter, luminescence; inhibition, % at 5 µM; 290,000 compounds, 0.23% hits; AID 1700;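 active = inhibition above a per-plate limit of that plate's mean compound inhibition plus 3 SD, cut at about 60% in these data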;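 also: 0% = DMSO wells and 100% = LY294002 at 200 µM; higher means less KLF5 promoter-driven luciferase light; inactives centre near -14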
GSK3A inh: human GSK-3 alpha kinase inhibition. 320,000 compounds, 0.1% hits. ADP-Glo luminescence, 60 min. inhibition, % at 10 µM. AID 2650. P49840;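 in the data active = inhibition above about 50%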;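 also: GST-tagged GSK-3 alpha with peptide substrate and 25 µM ATP; 0% = DMSO neutral wells and 100% = GW8510 positive control wells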
Target sequence (P49840 whole entry, looked up): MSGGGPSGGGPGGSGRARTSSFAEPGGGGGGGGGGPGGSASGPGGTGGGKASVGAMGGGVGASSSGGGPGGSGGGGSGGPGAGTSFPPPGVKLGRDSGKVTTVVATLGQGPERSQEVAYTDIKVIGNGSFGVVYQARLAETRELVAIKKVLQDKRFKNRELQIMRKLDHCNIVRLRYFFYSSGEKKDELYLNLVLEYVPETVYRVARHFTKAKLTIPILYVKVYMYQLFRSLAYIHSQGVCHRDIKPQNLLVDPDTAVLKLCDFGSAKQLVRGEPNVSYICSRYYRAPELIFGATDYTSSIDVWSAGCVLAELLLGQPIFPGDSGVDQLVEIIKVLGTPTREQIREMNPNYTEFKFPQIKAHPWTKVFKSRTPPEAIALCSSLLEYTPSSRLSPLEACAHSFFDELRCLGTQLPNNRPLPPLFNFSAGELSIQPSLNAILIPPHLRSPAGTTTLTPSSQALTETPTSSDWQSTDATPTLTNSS
GSK3beta inhib: blocks human GSK3beta kinase activity. P49841. AID 2097. GST-GSK3beta kinase, ADP-Glo luminescence, 60 min; stronger effect = lower value. 300,000 compounds, 0.038% hits. activity score (negative = inhibition), % at 10 µM;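 active = more than half of replicate wells score below -50%, meaning over 50% inhibition versus plate controls; inconclusive = some replicates but at most half score below -50%; inactive = no replicate scores below -50%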;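 also: 0% = median DMSO wells and -100% = median GW8510 positive control wells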
Target sequence (P49841 whole entry, looked up): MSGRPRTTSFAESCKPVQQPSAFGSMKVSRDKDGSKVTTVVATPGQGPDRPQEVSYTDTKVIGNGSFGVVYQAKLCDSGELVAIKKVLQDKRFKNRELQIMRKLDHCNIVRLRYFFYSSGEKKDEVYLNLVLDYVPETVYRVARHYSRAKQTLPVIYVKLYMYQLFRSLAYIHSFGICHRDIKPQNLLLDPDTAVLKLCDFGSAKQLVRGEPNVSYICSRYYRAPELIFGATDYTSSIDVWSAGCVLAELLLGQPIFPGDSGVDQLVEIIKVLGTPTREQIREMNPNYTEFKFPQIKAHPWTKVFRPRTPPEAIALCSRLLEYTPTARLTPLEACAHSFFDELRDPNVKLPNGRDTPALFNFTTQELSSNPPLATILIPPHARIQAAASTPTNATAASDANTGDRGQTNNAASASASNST
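Assay system: GST-tagged human GSK3beta kinase, cell-free; Input: 1.6 ng GSK3beta; Medium: Tris/MgCl2 kinase buffer; Timing: 60 min enzyme reaction, room temperature; Signal: ADP-Glo luminescence quantifying ADP generated by kinase; Evaluation: score relative to plate controls; Benchmarks: DMSO neutral wells and GW8510 at 20 µM as positive.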
Platelet DG rel: modulates dense granule release in human platelets; human platelet-rich plasma, SFLLRN dense granule ATP release, luminescence; inhibition, %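 (compounds screened at 7.5 µM in platelet-rich plasma)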; 300,000 compounds, 0.22% hits;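 active = mean replicate score, as percent of positive control, at or above 50; inconclusive = mean below 50 but at least one replicate at or above 50; inactive = mean and every replicate below 50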
aSyn UTR inh: MLPCN primary screen, SNCA 5' untranslated region; 300,000 compounds, 0.82% hits; inhibition, % (tested at 7.5 µM); alpha-synuclein 5'UTR reporter, inhibitor activity; in the data active = inhibition above about 60%; inconclusive = no clear call, values can overlap the other calls;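 also: H4 neuroglioblastoma cells stably carrying SNCA 5'UTR luciferase fusion; 0% = DMSO wells and 100% = positive control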
HSF1 inhib: HSF1 inhibition; NIH3T3-HGL HSE-luciferase, MG132-induced, luminescence 8 h; stronger effect = lower value; 300,000 compounds, 0.77% hits; AID 2098; activity change, negative = inhibition, % at 7.5 µM (by protocol);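 active = more than half of replicate wells show activity change below -50%, luminescence cut by over half; inconclusive = some wells, but at most half, below -50%; inactive = no replicate well below -50%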;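 also: luciferase reports HSF-1 transcriptional activity via heat shock element; 0% = median of DMSO wells and -100% = zero luminescence signal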
DYRK1A inh: inhibitors of rat Dyrk1A kinase; Q63470; ADP-Glo luminescence, NFATc1 peptide; inhibition, % at 12.5 µM; 310,000 compounds, 0.43% hits; in the data active = inhibition above about 50%;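 also: plate controls were vehicle with enzyme for no effect and no enzyme for full effect; many of its hits are not listed in these tables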
IEC-6 cytotox: counter-screen for KLF5 inhibitors: cytotoxicity in IEC-6 cells; IEC-6 cytotoxicity, luminescence viability; inhibition, % at 5 µM; 290,000 compounds, 0.78% hits; in the data active = inhibition above about 22%;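 also: 0% = plate median of test compound wells and 100% = cytotoxic reference compound wells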
* hit, by the source's call; ? = inconclusive; nt = not tested or not shown. This is a subset; the hit share may differ from the screen's.

SMILES | HSP90 refold inh | HSF-1 act | KLF5 inh | GSK3A inh | GSK3beta inhib | Platelet DG rel | aSyn UTR inh | HSF1 inhib | DYRK1A inh | IEC-6 cytotox
COc1ccc(NC(=O)CSc2nnc(-c3ccco3)c(-c3ccco3)n2)cc1OC | 1 | 12 | -11 | -1 | 1 | 5 | 4 | -8 | 4 | -9
N#CC1(NC(=O)COC(=O)Cc2n[nH]c(=O)c3ccccc23)CCCCC1 | nt | 4 | nt | -2 | 2 | 17 | 9 | -3 | -2 | nt
O=C(CSc1ccccn1)Nc1ccc2c(c1)CCC2 | nt | 16 | nt | -1 | 2 | -7 | -77 | 28 | 10 | nt
COc1cc2c(C#N)c(N3CCCCC3)nc(N)c2c(N)n1 | 3 | -7 | -19 | 18 | -20 | 3 | -28 | -3 | 28 | -3
CCCn1c(=O)c2ccccc2n2c(SCCOc3ccc(C)cc3)nnc12 | 2 | 8 | -11 | -8 | -2 | -6 | -11 | -3 | 10 | 4
COc1ccc(CCN(Cc2cc3cccc(C)c3n3nnnc23)C(=O)c2ccncc2)cc1OC | -3 | -8 | -36 | -2 | -2 | 5 | -19 | -6 | nt | 2
COc1ccccc1NC(=O)CSc1nnc(-c2ccco2)n1Cc1ccco1 | 3 | 14 | -16 | 2 | 0 | -2 | 22 | 9 | -2 | 3
CCOc1ccc(-n2c(C)cc(/C=N/NC(=O)C(N)=O)c2C)cc1 | 0 | 5 | -4 | 1 | 6 | 0 | 16 | -6 | -2 | -2
Cc1cc(C)n(CCCC(=O)O)n1 | 6 | 0 | -8 | 3 | 0 | -2 | -9 | -5 | -4 | -5
CC(C)(C)c1[nH]nc2c1C(c1ccsc1)C(C#N)=C(N)O2 (stereo not drawn) | -1 | 12 | -18 | 7 | -24 | 0 | 5 | 5 | 10 | -9
CN(CC1CCCO1)S(=O)(=O)c1ccc(C(=O)N2CCN(c3ccccc3)CC2)cc1 (stereo not drawn) | 2 | 2 | 4 | -4 | 0 | -3 | -17 | -3 | -1 | 2
O=C(NCc1nnc2c(C(F)(F)F)cc(Cl)cn12)C1CCCC1 | 1 | -1 | -19 | -3 | 0 | -4 | -8 | -2 | 1 | -8
CCO[C@H]1OC(C(=O)N2CCN(C)CC2)=C[C@@H](C2CC2)[C@@H]1CCCO | 8 | 5 | 6 | nt | -2 | 2 | -1 | -2 | 5 | 4
COc1cc(C(=O)NNC(=S)Nc2ccc(S(N)(=O)=O)cc2)cc(OC)c1OC | 2 | 26 | 2 | 3 | 1 | -8 | -7 | 9 | -1 | 0
N#Cc1c(C(F)(F)F)cc(-c2ccccc2Cl)[nH]c1=O | 2 | 4 | 6 | -2 | -9 | -7 | 27 | 2 | 0 | 0
O=C(COc1ccc(S(=O)(=O)NC2CCCCC2)cc1)NCc1ccccn1 | 8 | 0 | 9 | -3 | -2 | 1 | 20 | 1 | -5 | 2
Cc1cccc(C)c1OCCNC(=O)c1ccc2ccccc2n1 | 2 | 3 | 20 | nt | -4 | -4 | 7 | -2 | 15 | -5
c1ccc(-c2ccc3c(n2)CCCO3)cc1 | nt | 10 | nt | 6 | 1 | 3 | -113 | 22 | -7 | nt
CCOc1cc2[nH]c(=S)n(CCCN3CCOCC3)c(=O)c2cc1OCC | 4 | 1 | -7 | -1 | 1 | -5 | 15 | -14 | 6 | 2
CC(=O)Nc1ccc(S(=O)(=O)Nc2nccc(/C=C/c3ccccc3F)n2)cc1 | -4 | -1 | -15 | 1 | -7 | 5 | -50 | 2 | 5 | -3
Cc1c(C(=O)N2CCC(C(N)=O)CC2)oc2ccc(Br)cc12 | nt | 40 | nt | 2 | 1 | 0 | -24 | 12 | 11 | nt
CC(=O)Nc1ccc(S(=O)(=O)NCC2CCC(C(=O)NCCCOC(C)C)CC2)cc1 (stereo not drawn) | -4 | -8 | -27 | -3 | 0 | 3 | -4 | -5 | nt | -2
CCNc1ccccc(C(=O)/C=C/c2ccc3c(c2)OCO3)c1=O | 0 | 72* | -3 | 32 | 0 | 4 | -14 | 35 | 9 | -2
CCOC(=O)/C=c1\s/c(=C\c2ccc(C)cc2)c(=O)n1CC(=O)NCc1ccco1 | 1 | 17 | -3 | 0 | 0 | 9 | 6 | -1 | -3 | 1
COC(=O)C1=CN(Cc2ccc(OC)c(OC)c2)C=C(C(=O)OC)C1c1cccc(OC)c1OC | 0 | 6 | -86 | -1 | -2 | 6 | 40 | 9 | -1 | 10
Next entries:
SMILES | HSP90 refold inh | HSF-1 act | KLF5 inh | GSK3A inh | GSK3beta inhib | Platelet DG rel | aSyn UTR inh | HSF1 inhib | DYRK1A inh | IEC-6 cytotox
Clc1ccc2nc(-c3ccccc3)c(CN3CCOCC3)n2c1 | 2 | 1 | -36 | 0 | -6 | 17 | -24 | 11 | 0 | 1
CCOC(=O)N1CCN(CCC(=O)Nc2ccc(C)c(Br)c2)CC1 | -3 | -19 | 14 | -3 | 1 | -1 | 22 | -5 | 5 | -2
CCCc1cc(=O)[nH]c(SCC(=O)N2CCN(S(=O)(=O)c3ccc(Cl)cc3)CC2)n1 | 1 | 5 | -21 | -1 | 0 | -4 | 25 | 3 | -2 | 2
O=C(NCc1nnc(SC/C=C/c2ccccc2)o1)c1ccco1 | -2 | -27 | -10 | 2 | 1 | -2 | -10 | -16 | 1 | -2
CC(C)CC(=O)Nc1cccc(C(=O)Nc2ccccc2C(=O)O)c1 | 4 | -6 | -6 | 0 | 0 | -2 | -14 | -2 | 7 | 0
C/C(=N\NC(=O)COc1ccc(C)cc1[N+](=O)[O-])c1cccs1 | -4 | 18 | -3 | -3 | 0 | 1 | -58 | 13 | 3 | -4
COc1ccc(S(=O)(=O)N2CCN(C(=O)COc3ccc(C)c(C)c3)CC2)cc1OC | -1 | -18 | -23 | 0 | 0 | -2 | 29 | -3 | -2 | 4
CC(C)NC(=O)CN(CCc1ccccc1)S(C)(=O)=O | -3 | 6 | -7 | -2 | 2 | 2 | -16 | -8 | -5 | -7
Cc1ccc(-c2nc3sc(C#N)c(N)n3c(=O)c2C#N)cc1 | -3 | -9 | -12 | -1 | 0 | -28 | -56 | 1 | -5 | -4
CCN1CCN(C(=O)CCCCCn2c(=O)[nH]c3cc(C(=O)OC)ccc3c2=O)CC1 | 10 | 9 | -25 | -1 | -2 | -3 | -2 | 4 | 5 | 0
OC(COC(c1ccccc1)c1ccccc1)CN1CCN(c2ccccn2)CC1 (stereo not drawn) | -2 | 5 | -1 | -3 | 1 | -2 | 2 | 8 | 0 | -4
Cc1cc(C)n(-c2ccc(Cl)c(C(=O)Nc3ccc(OC(F)(F)F)cc3)n2)n1 | -7 | nt | -22 | -3 | -1 | 6 | 17 | nt | 5 | -6
N/C(=N\OC(=O)/C=C/c1ccccc1Cl)c1ccncc1 | 31* | 27 | -105 | 2 | 2 | 9 | -126 | 19 | 5 | 0
CCOC(=O)C(=CNc1ccc2c(c1)CCN2C(C)=O)C(=O)OCC | 0 | -39 | -59 | -1 | -5 | 30 | -78 | -38 | nt | 12
Nc1ccccc1C(=O)NCc1ccc(F)cc1 | -3 | -1 | -3 | 2 | -1 | -16 | 9 | 2 | -11 | 0
COC(=O)c1cc(NC(=O)c2cccs2)ccc1N1CCOCC1 | -4 | 5 | -19 | -1 | 0 | 3 | 12 | 2 | nt | -10
CNC(=O)[C@@]1(C)C=C[C@@H](Cc2ccccc2)N1C(=O)OC | 1 | 1 | -29 | 0 | 1 | -4 | -38 | -4 | -7 | 4
Nc1nnc(CC(c2ccccc2)c2ccccc2)s1 | 1 | -5 | -12 | -2 | 1 | -3 | -23 | 1 | 11 | 4
O=C(O)c1ccccc1S(=O)(=O)CC(=O)N1CCCCC1 | 1 | 5 | 8 | -1 | 0 | -4 | 11 | 2 | -5 | 0
COc1ccc(CCC(=O)OCc2csc(CC(=O)Nc3ccccc3C)n2)cc1 | 3 | -8 | 0 | -4 | 2 | -3 | -1 | -5 | nt | 2
COc1ccc(Cl)cc1NC(=O)c1cnc2n(c1=O)CCS2 | nt | 5 | nt | -5 | 3 | -3 | -78 | -1 | -3 | nt
Cc1cccc(C)c1N(CC(=O)NCc1ccccc1)C(=O)c1csnn1 | -4 | -1 | 7 | -3 | nt | -2 | -1 | 4 | 0 | -5
COc1cccc(C(=O)OCC(=O)c2c[nH]c3ccccc23)c1O | 1 | ? | -8 | 0 | -3 | 6 | -105 | 44 | 6 | 2
COC(=O)c1ccc(CNC(=O)CNc2cc(C(F)(F)F)ccc2N2CCOCC2)cc1 | -3 | 3 | -22 | 4 | 4 | 1 | 11 | 3 | 8 | -1
CCOC(=O)C1(CCOc2ccccc2)CCN(Cc2cccc3c2OCO3)CC1 | 1 | 1 | -17 | -2 | 3 | 0 | -2 | -4 | 6 | -6
(more compounds)
SMILES | HSP90 refold inh | HSF-1 act | KLF5 inh | GSK3A inh | GSK3beta inhib | Platelet DG rel | aSyn UTR inh | HSF1 inhib | DYRK1A inh | IEC-6 cytotox
Nn1c(C2CCC2)nc2ccccc2c1=O | -5 | 4 | -19 | -1 | nt | 0 | 7 | 7 | 2 | -13
COC(=O)c1ccc(C(=O)Nc2cc(Cl)ccc2Cl)cc1NC(=O)c1ccc(N(C)C)cc1 | 6 | 45 | -2 | 0 | 1 | -3 | 28 | 7 | -4 | 9
Cc1noc(NS(=O)(=O)c2ccc(N)cc2)c1C | 2 | -53 | -2 | 1 | 4 | 0 | -38 | -40 | 1 | 0
C=CCOc1c(Cl)cc(CNc2ccc(N(C)C)cc2)cc1OC | 0 | -30 | -5 | 3 | nt | 9 | -17 | -26 | 2 | -8
CCOC(=O)C1(Cc2ccccc2C)CCCN(C(=O)c2sccc2C)C1 (stereo not drawn) | 11 | -5 | -14 | -7 | 3 | -5 | -70 | 10 | -7 | 6
COC(=O)c1cc(COC(=O)c2cccnc2SC)oc1C | 1 | 26 | 15 | -2 | -1 | 0 | 18 | -1 | -6 | -3
N#Cc1c(NCCCO)nc(NCc2ccccc2)c2c1CCN(Cc1ccccc1)C2 | 2 | 7 | -19 | 1 | 0 | -9 | -8 | -1 | 0 | -1
Cc1ccc(NC(=O)CSc2n[nH]c(=O)n2C2CC2)cc1S(=O)(=O)N1CCOCC1 | -3 | -16 | 11 | -4 | -2 | -13 | 0 | -11 | -3 | 1
Cc1ccc(C(=O)C2CCN(S(=O)(=O)c3c(C)noc3C)CC2)cc1 | 0 | 2 | -16 | -1 | 0 | -3 | 0 | 3 | nt | -7
COc1ccc(N2CCN(C(=O)CSc3nnc4c(C)cc5ccc(C)c(C)c5n34)CC2)cc1 | 0 | 23 | 2 | -2 | 3 | -5 | -5 | 1 | -3 | -4
CCOc1ccccc1CNn1cnnc1 | nt | 8 | nt | -1 | 2 | -5 | 0 | 3 | 10 | nt
CCN(c1ccccc1)S(=O)(=O)c1cccc(C(=O)O)c1 | 5 | -6 | -13 | -5 | -4 | -11 | -5 | -3 | -4 | 2
Cc1ccc(C(=O)NCc2nc3ccccc3[nH]2)o1 | -4 | 9 | 1 | -3 | 1 | 13 | -16 | 2 | 2 | 3
O=C(CSc1nc2cc(S(=O)(=O)N3CCOCC3)ccc2o1)NC1CCCc2ccccc21 (stereo not drawn) | -1 | 4 | -6 | 0 | 1 | 1 | 11 | -2 | -11 | -6
